# M5 PAM – CHRM5 positive allosteric modulation. P08912. CHO-K1 hM5, Fluo-8 calcium, ACh EC20 PAM; 0% = ACh EC20, 100% = ACh EC100. activation, % at 3 µM. 360,000 tested, 0.3% active. AID 624038;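 active means activation above the run cutoff, the mean activation of all test compounds plus 3 SD, cut at about 18% in these data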
#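 Measured by: Fluo-8 calcium fluorescence; material: human M5 receptor in CHO-K1 cells; schedule: Post-acetylcholine fluorescence recording 140 s; benchmarks: low control EC20 acetylcholine (0%), high control EC100 acetylcholine (100%); read-out: Max/basal fluorescence ratio as % of EC20–EC100 ACh window; compound: single dose, 3 µM nominal final test concentration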
# CHRM5 agonist – agonists of human muscarinic M5 receptor (CHRM5); activation, % at 3 µM; 360,000 tested, 0.19% active; CHO-K1 hM5 cells, Fluo-8 calcium fluorescence; 0% DMSO wells, 100% maximal acetylcholine response;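 active means activation above the run's mean over test compounds plus 3 SD, cut at about 23% in these data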;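 further: signal is peak over basal fluorescence ratio across the kinetic read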
# CHRM1 agonist – activates human CHRM1 receptor. P11229. CHO-K1 hM1, Fluo-8 calcium fluorescence, agonist mode; 0% DMSO, 100% acetylcholine EC100. activation, % at 3 µM. 360,000 tested, 0.33% active. AID 588814;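 active means activation above the run's mean compound activation plus 3 SD, cut at about 16% in these data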;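 further: peak over basal fluorescence ratio within a 140 s kinetic read after compound addition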
# Target sequence (P11229 whole entry, looked up): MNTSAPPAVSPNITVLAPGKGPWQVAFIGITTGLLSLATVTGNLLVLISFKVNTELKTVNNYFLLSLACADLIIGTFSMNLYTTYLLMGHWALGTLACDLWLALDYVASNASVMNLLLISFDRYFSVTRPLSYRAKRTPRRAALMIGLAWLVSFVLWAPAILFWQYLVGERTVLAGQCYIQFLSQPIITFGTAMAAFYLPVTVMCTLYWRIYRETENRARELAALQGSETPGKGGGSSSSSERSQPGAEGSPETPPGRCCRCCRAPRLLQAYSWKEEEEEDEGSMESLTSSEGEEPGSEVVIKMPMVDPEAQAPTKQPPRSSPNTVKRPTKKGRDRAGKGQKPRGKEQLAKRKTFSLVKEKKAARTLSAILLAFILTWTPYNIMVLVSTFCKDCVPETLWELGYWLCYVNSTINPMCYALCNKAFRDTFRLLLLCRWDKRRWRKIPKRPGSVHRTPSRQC
# M4 ag – CHRM4 agonism in calcium assay. P08173. CHO-K1 hM4/Gqi5, Fluo-8 calcium fluorescence; vehicle 0%, full acetylcholine response 100%. activation, % at 3 µM. 360,000 tested, 0.14% active. AID 624127;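 active means activation above the run mean over all test wells plus 3 SD, cut at about 32% in these data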;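 further: peak over basal fluorescence ratio per well then scaled between controls; 0% = DMSO wells and 100% = acetylcholine at EC100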
# Target sequence (P08173 whole entry, looked up): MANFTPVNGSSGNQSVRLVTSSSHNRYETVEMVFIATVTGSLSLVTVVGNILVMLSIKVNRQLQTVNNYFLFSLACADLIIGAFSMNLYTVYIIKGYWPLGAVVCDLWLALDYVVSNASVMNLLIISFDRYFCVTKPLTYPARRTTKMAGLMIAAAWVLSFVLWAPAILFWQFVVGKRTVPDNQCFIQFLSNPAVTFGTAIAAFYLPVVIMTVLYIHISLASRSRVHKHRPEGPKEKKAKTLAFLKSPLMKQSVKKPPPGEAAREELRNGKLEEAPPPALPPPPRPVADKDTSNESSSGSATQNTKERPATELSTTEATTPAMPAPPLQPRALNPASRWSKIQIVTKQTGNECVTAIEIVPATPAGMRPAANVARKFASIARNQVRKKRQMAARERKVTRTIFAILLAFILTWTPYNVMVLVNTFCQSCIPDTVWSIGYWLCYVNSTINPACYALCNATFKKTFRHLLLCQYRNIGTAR
# CHRM4 antagonist – CHRM4 antagonism in calcium assay; CHO-hM4 cells, ACh EC80, Fluo-8 calcium fluorescence; inhibition, % at 3 µM; 360,000 tested, 0.73% active; AID 624125;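 active means inhibition above its plate's cutoff, the mean inhibition of sample wells plus 3 SD, cut at about 27% in these data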;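 further: 0% = acetylcholine EC80 with DMSO and 100% = DMSO without agonist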
# CHRM1 antagonist – human CHRM1 antagonism | P11229 | CHO-K1 hM1, Fluo-8 calcium fluorescence, ACh EC80 antagonist | inhibition, % at 3 µM | 360,000 tested, 1.3% active | AID 588852;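 active means percent inhibition above its own plate's cutoff, namely the mean of that plate's compound wells plus 3 SD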;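 further: peak over basal fluorescence ratio during 140 s after agonist addition; 0% = ACh EC80 plus DMSO and 100% = DMSO alone without agonist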
# TAAR1 agonist – human TAAR1 agonism; Q96RJ0; CHO RD-HGA16 TAAR1, Fluo-8 calcium fluorescence; vehicle wells 0%, saturating PEA agonist 100%; activation, % at 3 µM; 360,000 tested, 0.99% active; AID 624467;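 active means activation above the mean activation of all test compounds in the run plus 3 SD, cut at about 38% in these data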
#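 Test system: RD-HGA16 (CHO) cells co-expressing Gα16 and hTAAR1; dosing: one-point dosing at 3 µM (nominal); timing: 17-24 h seeding, 75 min 37 °C dye, 30 min RT; signal: kinetic Fluo-8 calcium fluorescence; read-out basis: % activation relative to PEA EC100 response; controls: DMSO and PEA EC100; replicates: n 1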
# M1 PAM – human CHRM1 positive allosteric modulation; AID 588819; CHO-K1 hM1, Fluo-8 calcium fluorescence, ACh EC20; 0% = ACh EC20, 100% = maximal ACh; 360,000 tested, 0.088% active; activation, % at 3 µM; in the data active means activation above about 19%, passing the limit was not always enough
# CHRM5 antagonist – CHRM5 antagonism in calcium assay. P08912. CHO-hM5 cells, Fluo-8 calcium fluorescence, ACh EC80. inhibition, % at 3 µM. 360,000 tested, 0.59% active. AID 624040;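 active means inhibition above a per-plate cutoff, the mean of that plate's test compounds plus 3 SD, cut at about 27% in these data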;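 further: 0% = acetylcholine EC80 with DMSO and 100% = DMSO without agonist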
# * marks the source's active call; other numbers are inactive results; nt = no result given. This is a subset, so the mix of outcomes need not match the whole.
[1] COC(=O)[C@@]1(Sc2ccc(OC)cc2)CC(=O)N[C@@H]1c1ccccc1
[2] CCc1ccc(N=CC23c4ccccc4C(c4ccccc42)C2C(=O)N(c4ccc(OC)cc4)C(=O)C23)cc1 (centres undefined)
[3] COc1ccc(NC(=O)COc2ccc(C(=O)OCC(=O)N(C(C)C)C(C)C)cc2OC)cc1
[4] COc1ccccc1C(=O)N1CCN(Cc2ccc3c(c2)OCO3)CC1
[5] CC1CN(C2=Nc3cccc4cccc2c34)CC(C)O1 (centres undefined)
[6] Cc1nn(-c2ccc(C(=O)O)cc2)c2c1C(=O)CC(C)(C)C2
Compound	1	2	3	4	5	6
M5 PAM	4	-4	-1	-5	12	2
CHRM5 agonist	5	-2	-2	-6	-2	1
CHRM1 agonist	nt	-3	-4	-4	-5	-2
M4 ag	4	-1	8	2	1	1
CHRM4 antagonist	-12	-1	-15	-12	-10	7
CHRM1 antagonist	nt	5	-4	-19	-14	-16
TAAR1 agonist	3	1	5	8	3	4
M1 PAM	nt	0	4	-2	13	7
CHRM5 antagonist	-2	0	-11	0	-8	0

# The list goes on; the last 4 above are carried over.
[3] COc1ccc(NC(=O)COc2ccc(C(=O)OCC(=O)N(C(C)C)C(C)C)cc2OC)cc1
[4] COc1ccccc1C(=O)N1CCN(Cc2ccc3c(c2)OCO3)CC1
[5] CC1CN(C2=Nc3cccc4cccc2c34)CC(C)O1 (centres undefined)
[6] Cc1nn(-c2ccc(C(=O)O)cc2)c2c1C(=O)CC(C)(C)C2
[7] O=C(c1cccs1)N1CCC(c2nc3c(nnn3Cc3cccc(Cl)c3)c(=O)[nH]2)CC1
[8] COc1ccccc1CNC(=O)c1cc(-c2ccccc2C)n(CC2CC(c3cccc([N+](=O)[O-])c3)=NO2)n1 (centres undefined)
[9] Cc1onc(-c2ccccc2)c1C(=O)NC(=S)NNC(=O)c1ccc(O)cc1O
[10] O=C(O)CCNC(=O)/C(=C\C=C\c1ccccc1)NC(=O)c1ccccc1
[11] C=C[C@@]1(C)CC(=O)[C@]2(O)[C@@]3(C)[C@@H](O)CCC(C)(C)[C@@H]3[C@H](OC(C)=O)[C@H](O)[C@@]2(C)O1
[12] COCCCNC(=S)NC(=O)c1ccc([N+](=O)[O-])cc1
Compound	3	4	5	6	7	8	9	10	11	12
M5 PAM	-1	-5	12	2	1	-13	-2	2	-1	-4
CHRM5 agonist	-2	-6	-2	1	-2	0	-1	3	3	-2
CHRM1 agonist	-4	-4	-5	-2	-7	-2	-7	-2	-1	-2
M4 ag	8	2	1	1	1	1	-2	0	12	1
CHRM4 antagonist	-15	-12	-10	7	-16	-7	10	-9	-8	1
CHRM1 antagonist	-4	-19	-14	-16	0	3	-23	-3	-6	2
TAAR1 agonist	5	8	3	4	3	7	-2	1	4	0
M1 PAM	4	-2	13	7	2	-5	7	3	3	-2
CHRM5 antagonist	-11	0	-8	0	0	8	1	9	-4	7

# Some of the entries so far, tab-delimited.
no.	molecule	M5 PAM	CHRM5 agonist	CHRM1 agonist	M4 ag	CHRM4 antagonist	CHRM1 antagonist	TAAR1 agonist	M1 PAM	CHRM5 antagonist
12	COCCCNC(=S)NC(=O)c1ccc([N+](=O)[O-])cc1	-4	-2	-2	1	1	2	0	-2	7
8	COc1ccccc1CNC(=O)c1cc(-c2ccccc2C)n(CC2CC(c3cccc([N+](=O)[O-])c3)=NO2)n1 (centres undefined)	-13	0	-2	1	-7	3	7	-5	8
7	O=C(c1cccs1)N1CCC(c2nc3c(nnn3Cc3cccc(Cl)c3)c(=O)[nH]2)CC1	1	-2	-7	1	-16	0	3	2	0
10	O=C(O)CCNC(=O)/C(=C\C=C\c1ccccc1)NC(=O)c1ccccc1	2	3	-2	0	-9	-3	1	3	9
11	C=C[C@@]1(C)CC(=O)[C@]2(O)[C@@]3(C)[C@@H](O)CCC(C)(C)[C@@H]3[C@H](OC(C)=O)[C@H](O)[C@@]2(C)O1	-1	3	-1	12	-8	-6	4	3	-4

# (continued)
[13] Cc1coc2cc3oc(=O)ccc3cc12
[14] COC(=O)C1=C(C)N(CCCCCC(=O)O)C(=O)NC1c1ccccc1 (centres undefined)
[15] Cc1c2c([n+]3n1CCC3)CC(C)(C)CC2=O
[16] COCCNC(=O)c1c(N)n(CCCn2ccnc2)c2nc3ccccc3nc12
[17] CC(=O)c1c(C)[nH]c(C(=O)OCC(=O)Nc2c(C)n(C)n(-c3ccccc3)c2=O)c1C
[18] Cc1cccc(NC(=O)CCc2nc3sc4c(c3c(=O)[nH]2)CCCC4)c1
Compound	13	14	15	16	17	18
M5 PAM	1	7	3	-1	1	11
CHRM5 agonist	-2	0	-2	-8	2	-4
CHRM1 agonist	-2	-2	-4	-4	-4	0
M4 ag	1	1	1	0	0	1
CHRM4 antagonist	-2	6	0	-15	-7	-7
CHRM1 antagonist	-8	-8	-21	-2	-8	-16
TAAR1 agonist	1	5	4	0	5	4
M1 PAM	3	14	4	3	4	12
CHRM5 antagonist	-2	14	-2	-9	0	-12

[19] CC1(C)CC(=O)C2=C(C1)N(c1ccccc1)C(N)=C(C#N)C2c1cccnc1 (centres undefined)
[20] Cc1ccc(O)c(NC(=O)c2cc(-c3ccco3)on2)c1
[21] C=CCn1c(SCC(=O)NCc2ccccc2)nnc1C1CCCCC1
[22] COc1cccc(NC(=S)N2CCN(C(c3ccccc3)c3ccccc3)CC2)c1
[23] COc1cccc(S(=O)(=O)N(C)C[C@@H]2OCc3cn(nn3)CCCC(=O)N([C@@H](C)CO)C[C@H]2C)c1
[24] O=c1c(-c2ccc(F)cc2)coc2cc(O)ccc12
Compound	19	20	21	22	23	24
M5 PAM	5	-4	25*	-17	0	-2
CHRM5 agonist	-2	-2	-2	-6	0	1
CHRM1 agonist	-4	-6	8	-10	-4	-4
M4 ag	1	1	2	0	1	1
CHRM4 antagonist	-2	7	-16	20	-7	10
CHRM1 antagonist	3	-2	-2	20	-14	-6
TAAR1 agonist	16	3	nt	0	2	7
M1 PAM	-2	0	4	-22	3	0
CHRM5 antagonist	8	9	-6	11	0	8

[25] O=C(CCNC(=O)c1ccc(Br)cc1)NNC(=O)c1ccccc1O
[26] COC(=O)c1ccc(C2NC(=O)c3ccccc3O2)cc1 (centres undefined)
[27] O=C(NCCC1CCCCN1S(=O)(=O)c1ccc(F)cc1)C(=O)Nc1ccccc1 (centres undefined)
[28] C=C(C)CC1N(c2cccc(OC)c2)C(=O)C2C(C(=O)O)C3C=CC21O3 (centres undefined)
[29] O=C(COC(=O)c1ccccc1NC(=O)c1ccco1)NCC1CCCCC1
[30] COc1cc(Cl)c(C)cc1NC(=O)CCNC(=O)c1ccco1
Compound	25	26	27	28	29	30
M5 PAM	-3	-3	-3	1	3	-1
CHRM5 agonist	2	-3	-2	2	1	0
CHRM1 agonist	-2	-4	-6	0	-4	-5
M4 ag	1	1	1	2	0	0
CHRM4 antagonist	8	4	2	-11	9	11
CHRM1 antagonist	0	-11	-15	2	4	2
TAAR1 agonist	32	0	-1	1	7	-1
M1 PAM	2	5	9	0	-3	5
CHRM5 antagonist	9	6	6	-4	-9	4

[31] CCn1c(SCC(=O)Nc2oc(C)c3c(C)n[nH]c(=O)c23)nnc1-c1ccco1
[32] COc1ccc(CNC(=O)c2onc(C)c2Cl)cc1
[33] CN(C)/C=N/c1cc(=O)n(Cc2ccccc2)c(=O)n1C
[34] COc1ccc(C2CC(c3ccc(OC)c(OC)c3)=NN2C(=O)c2ccccc2)cc1 (centres undefined)
[35] COC(=O)c1cc(C#N)c(Oc2ccccc2)nc1C
[36] COc1cc(C2NC(=O)CCC2[N+](=O)[O-])cc(Br)c1OC (centres undefined)
Compound	31	32	33	34	35	36
M5 PAM	-1	0	1	-1	4	-7
CHRM5 agonist	0	1	2	-8	-4	-3
CHRM1 agonist	-5	-1	-1	-5	-5	-3
M4 ag	0	2	3	-1	-1	2
CHRM4 antagonist	-15	-7	-3	2	1	1
CHRM1 antagonist	-1	-22	-5	0	-14	-11
TAAR1 agonist	3	0	5	-3	-1	2
M1 PAM	2	11	13	1	5	7
CHRM5 antagonist	-1	3	-10	6	2	16

[37] [O-][N+](=C(c1ccccc1)c1ccccc1)c1ccccc1
[38] COc1cc(-c2nc3cnccn3c2Nc2ccc3c(c2)OCCO3)ccc1O
[39] CSc1ncccc1C(=O)OCC(=O)c1cccs1
[40] COC(=O)CSc1nc(C)c(C(=O)Nc2ccccc2C)c(-c2ccc(Cl)cc2)c1C#N
[41] O=C(N/N=C/c1cccnc1)C(O)c1ccccc1 (centres undefined)
[42] COc1cc(F)c(C2=CC(=O)C[C@H](c3ccc4c(c3)OCO4)C2)cc1F
Compound	37	38	39	40	41	42
M5 PAM	4	-22	10	-4	0	-4
CHRM5 agonist	0	-1	-4	-1	-1	1
CHRM1 agonist	-2	1	-3	-7	-4	-5
M4 ag	1	7	2	1	1	0
CHRM4 antagonist	5	-3	-23	-5	-3	6
CHRM1 antagonist	-11	-6	-7	1	-2	-7
TAAR1 agonist	-1	13	3	0	3	16
M1 PAM	4	3	6	2	9	5
CHRM5 antagonist	3	-1	-9	-2	-3	11

[43] C/C(CC(=O)Nc1cccc(Cl)c1Cl)=N\NC(=O)c1ccccc1C
[44] CCc1cccc(C)c1NC(=O)CO/N=C(\C)c1cc2ccccc2o1
[45] CCOc1cc(NC(=S)NCC2CCCO2)c(OCC)cc1NC(=O)CC (centres undefined)
[46] COc1ccc(N2C(=O)N3[C@H](c4ccc(Br)cc4)[C@@H]4C(=O)N(C(C)(C)C)C(=O)[C@@H]4[C@]3(Cc3ccccc3)C2=O)cc1
[47] O=c1c2c([N+](=O)[O-])cc([N+](=O)[O-])cc2nc2ccccn12
[48] CCCC(=O)Oc1ccc(N(C(=O)CCC)S(=O)(=O)c2cccc([N+](=O)[O-])c2)cc1
Compound	43	44	45	46	47	48
M5 PAM	7	-10	-3	-2	18	-1
CHRM5 agonist	0	1	-5	-4	5	-1
CHRM1 agonist	-8	-5	1	-5	-1	-7
M4 ag	1	7	1	1	0	-1
CHRM4 antagonist	-11	-5	0	-2	0	1
CHRM1 antagonist	-8	-3	-5	-5	-8	4
TAAR1 agonist	2	3	8	2	-1	-4
M1 PAM	12	-3	7	12	18	-3
CHRM5 antagonist	-11	6	-7	13	-4	3

[49] N#C/C(=C\c1cn[nH]c1-c1ccc(Cl)cc1)C(=O)NCc1ccccc1
[50] CCn1c(=O)c([N+](=O)[O-])c(NCc2ccc3c(c2)OCO3)c2ccccc21
[51] COc1ccc(CN2CC(=O)N(c3ccc(C)c(C)c3)C2=S)cc1OC
[52] CCCCn1c(N)c(N(CCOC)C(=O)c2cc3c(s2)CCCCC3)c(=O)[nH]c1=O
Compound	49	50	51	52
M5 PAM	2	5	3	-6
CHRM5 agonist	-2	-1	3	-2
CHRM1 agonist	-2	-2	0	-2
M4 ag	0	2	-1	1
CHRM4 antagonist	-4	1	-2	-8
CHRM1 antagonist	-33	-7	-4	-18
TAAR1 agonist	3	-1	1	0
M1 PAM	12	2	3	10
CHRM5 antagonist	11	1	4	10

# Assay outcomes (PubChem BioAssay)
